N370S GC: inhibitors or activators of N370S glucocerebrosidase for Gaucher disease. P04062. N370S GC spleen homogenate, 4MU-glucoside fluorescence. Potency, µM (series often up to 59.4 µM), inactives show at the highest dose activity change, negative = inhibition, actives largely listed as inhibitors. 0.092% of 330,000 active. AID 2101;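 note: 0% = full enzyme activity and -100% = no enzyme basal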
FEN1 inh: inhibitors of human flap endonuclease 1; Potency, µM (doses to about 114 µM), inactives show top-dose activity change, negative = inhibition, most hits filed as inhibitors; Recombinant FEN1 flap cleavage, fluorescence, 15 min; P39748; 0.35% of 390,000 active; note: nearly all actives have a fitted effect of over 65% in size
Target sequence (P39748 whole entry, looked up): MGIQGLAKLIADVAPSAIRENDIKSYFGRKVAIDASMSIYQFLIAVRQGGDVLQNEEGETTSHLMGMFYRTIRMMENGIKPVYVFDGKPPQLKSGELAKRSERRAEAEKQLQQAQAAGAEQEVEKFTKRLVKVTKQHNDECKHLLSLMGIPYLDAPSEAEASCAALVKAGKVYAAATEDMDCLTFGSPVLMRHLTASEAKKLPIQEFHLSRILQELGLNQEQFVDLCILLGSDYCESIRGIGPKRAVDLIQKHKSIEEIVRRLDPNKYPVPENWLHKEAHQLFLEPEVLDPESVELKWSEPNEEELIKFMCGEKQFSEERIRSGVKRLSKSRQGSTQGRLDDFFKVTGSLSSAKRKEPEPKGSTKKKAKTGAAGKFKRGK
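With each library titrated from low to high concentration, compounds met 10 nM FEN1 for 15 min at room temperature before 50 nM substrate was added; readings at 0 and 15 min fed four-parameter Hill curve fits.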
TDP1 inh: blocks human tyrosyl-DNA phosphodiesterase 1; Q9NUW8; recombinant TDP1, AlphaScreen DNA substrate cleavage; Potency, µM (highest dose often 130 µM), inactives show top-dose activity change, negative = inhibition, most hits filed as inhibitors; 0.28% of 350,000 active; note: nearly all actives have a fitted effect of over 40% in size
Target sequence (Q9NUW8 whole entry, looked up): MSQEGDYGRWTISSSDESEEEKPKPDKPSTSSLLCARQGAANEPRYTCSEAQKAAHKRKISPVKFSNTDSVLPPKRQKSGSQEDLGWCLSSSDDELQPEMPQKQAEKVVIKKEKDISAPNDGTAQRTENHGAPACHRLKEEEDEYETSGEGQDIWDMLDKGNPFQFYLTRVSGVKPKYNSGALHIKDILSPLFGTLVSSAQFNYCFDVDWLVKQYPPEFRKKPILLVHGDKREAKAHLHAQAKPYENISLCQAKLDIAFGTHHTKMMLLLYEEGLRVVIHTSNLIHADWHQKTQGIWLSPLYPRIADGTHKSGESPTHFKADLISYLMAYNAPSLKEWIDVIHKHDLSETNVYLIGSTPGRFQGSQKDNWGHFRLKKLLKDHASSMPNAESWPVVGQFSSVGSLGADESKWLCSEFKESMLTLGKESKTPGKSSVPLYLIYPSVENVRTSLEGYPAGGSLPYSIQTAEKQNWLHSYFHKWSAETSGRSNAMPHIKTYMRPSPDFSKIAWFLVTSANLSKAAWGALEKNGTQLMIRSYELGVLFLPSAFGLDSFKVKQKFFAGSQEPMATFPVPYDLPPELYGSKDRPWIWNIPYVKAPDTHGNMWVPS
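Enzyme-compound mixtures sat 15 min at room temperature, followed by a 5 min reaction with 15 nM final substrate and 10 min with AlphaScreen beads. Recombinant human Tdp1 was used at 1 nM final.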
Starred values were filed as active, the others as inactive; u = inconclusive; x = no result given; & = joins results of further samples; [ ] = another dose, or the depositor's remark. Calls come from the whole dose curve; as a rule, active = well fitted curve in the direction sought with a large enough effect; inconclusive = small, poorly fitted or top-dose-only effect, or another doubt; inactive = no such curve, though single readings can be large; an effect the other way counts as inactive or inconclusive. Unless noted, % is set by controls: 0 for no effect and ±100 for the full control effect; potency is the fitted concentration of half-maximal effect. Random draw from the library. Share with any hit: about 0.53%.

Sequence of screens: FEN1 inh, TDP1 inh, N370S GC
N#C/C(=C(/O)c1ccc([N+](=O)[O-])cc1)c1nc2ccccc2[nH]1
→ 3%, 3%, 16%
CCN(CC(=O)Nc1ccc(OC)cc1)C(=O)c1cc([N+](=O)[O-])ccc1N1CCOCC1
→ 5%, 0%, -1%
CC1(C)CC(NC(=O)C(F)(F)F)CC(C)(C)N1OC(=O)c1ccco1
→ -4%, 3%, 1%
OCCC1CN(Cc2nc3ccccc3s2)CCN1C1CCCC1 (stereo not given)
→ 16%, 8%, 8%
CN(C)c1ccc(/C=N/NC(=O)CNC(=O)c2ccc3c(c2)OCCO3)cc1
→ -16%, 6%, 4%
CCOc1cc(C(=O)NCc2ccc(C)cc2)ccc1OCC(=O)N1CCOCC1
→ -1%, -5%, -17%
Cc1ccsc1/C=N/NC(=O)c1nnn(-c2nonc2N)c1CSc1ccccc1
→ 2%, 0%, -5%
CCc1nnc2c(N3CCN(c4cccc(C(F)(F)F)c4)CC3)nc3ccccc3n12
→ -3%, 3%, x
CCOc1ccccc1CNC(=O)CCCn1c(=O)c2cccn2c2ccc(F)cc21
→ -11%, 3%, x
CCc1ccc(NS(=O)(=O)c2cc(OC)ccc2OC)cc1
→ 4%, 7%, 1%
COc1ccc(NC(=O)CN(c2ccc(C)cc2)S(=O)(=O)c2cccs2)cc1OC
→ 20%, -2%, x
Cc1cc(NC2CCCCC2)nc(NCc2ccccc2)n1
→ -19%, 0%, 18µM*
CCC(C)Oc1cccc(C(=O)Nc2ccccc2N2CCOCC2)c1 (stereo not given)
→ -26%, 2%, 19%
CCc1ccc(C(=O)CN(C#N)c2nc(C)cc(C)n2)cc1
→ -21%, 8%, 16%
COc1ccccc1C(CNc1nc(C(F)(F)F)nc2ccccc12)N(C)C (stereo not given)
→ 3%, 5%, -7%
O=C(CCC1CCCC1)NCc1cccs1
→ -1%, 4%, -2%
CCn1nc(C)c(NC(=O)c2ccc(Cl)cc2)c1C
→ -6%, 0%, 2%
CCc1ccc(Nc2n[n+](-c3ccccc3)c(-c3ccc(SC)cc3)s2)cc1
→ -3%, x, 2%
O=C(CCn1c(=O)oc2ccccc21)n1c(=O)oc2ccccc21
→ 0%, -2%, 6%
COc1ccc(NS(=O)(=O)c2ccc(NC(=S)NCC3CCCO3)cc2)cc1 (stereo not given)
→ 12%, 0%, -18%
Cc1cc(C)c(NC(=O)CSc2nnc(-c3ccco3)n2N)c(C)c1
→ -3%, 5%, -1%
O=C(CN1C(=O)C2C3C=CC(C3)C2C1=O)Nc1ccc(S(=O)(=O)N2CCCCC2)cc1 (stereo not given)
→ -10%, -8%, 8%
Cc1noc(C)c1S(=O)(=O)N1CCC(C(=O)N2CCN(Cc3ccc4c(c3)OCO4)CC2)CC1
→ 7%, -5%, 1%
C/C(=N/NC(=O)c1ccc(O)cc1)c1cccc([N+](=O)[O-])c1
→ -3%, 11%, 22%
O=C(O)CCCCCNCc1c(Cl)cccc1Cl
→ 9%, x, 8%
O=C(CSc1ccc2nnc(CCNC(=O)c3ccccc3)n2n1)Nc1ccc(F)cc1F
→ 5%, 3%, 2%
COc1ccccc1OCCNC(=O)C(=O)c1c[nH]c2ccccc12
→ -13%, x, -17%
COc1cccc(CNC(=O)c2ccc3c(Cl)c4c(nc3c2)CCCC4)c1
→ 0%, 3%, x
CCCn1c(-c2cccs2)nc2c1c(=O)[nH]c(=O)n2Cc1ccccc1
→ -2%, 1%, u
Cc1cc(C(=O)OCC(=O)c2cccc([N+](=O)[O-])c2)c2cccc(C)c2n1
→ 4%, 8%, -20%
CCCC12CN3CCN(CC(C3)/C1=N\NC(=O)c1ccccc1Cl)C2
→ 4%, 5%, 9%
O=c1c(-c2cc(-c3ccccc3)nc3c2COc2ccccc2-3)coc2ccc(Cl)cc12
→ 17%, 6%, x
CC(C)CNC(=O)C(=O)NCC1OCCCN1S(=O)(=O)c1cccs1 (stereo not given)
→ -12%, 2%, 2%
O=C(Cc1ccccc1)N/N=C/c1ccccc1F
→ x, 3%, 0%
COc1ccc(/C=C/c2nc3ccccc3c(=O)n2-c2cccc(C(=O)O)c2)cc1
→ 11%, x, 2%
CC(C)OC(=O)C(=O)NNc1ccccc1
→ 4%, -2%, 4%
Cc1ccc(OCc2nc3ccccc3n2CCOc2ccc(Cl)cc2)cc1
→ -23%, -3%, x
CC(=O)N(C)c1ccc(NC(=O)Nc2cccc3ccccc23)cc1
→ -21%, 3%, -11%
O=C(Nc1ccc(F)cc1)Nc1csc2ccccc12
→ 4%, x, 1%
CC1(C)CC(=O)CC(=O)/C1=N\Nc1c(Cl)cc(Cl)cc1Cl
→ 9%, 3%, 2%
CCCNC(=O)C1CC2Cn3c(nc4ccccc43)C2N1C (stereo not given)
→ 19%, -2%, -2%
CC1CCCC(C)N1C(=O)COC(=O)CCc1nc2ccccc2c(=O)[nH]1 (stereo not given)
→ -9%, 6%, 9%
O=C(NC1CCS(=O)(=O)C1)c1sc2ccccc2c1Cl (stereo not given)
→ 8%, -2%, 5%
COc1ccc(NC(=S)N(CCO)Cc2ccccc2)cc1
→ x, 3%, u
Nc1cc(=O)[nH]c(SCc2nc3ccccc3n2Cc2ccccc2)n1
→ -10%, 6%, -2%
CCCCC[C@H](O)/C=C/[C@H]1C(=O)C[C@H](O)[C@@H]1C/C=C\CCCC(=O)O
→ x, 7%&2%, 3%&-8%
Fc1cccc(/C=C2\CCCC3=C2NC(=S)NC3c2cccc(F)c2)c1 (stereo not given)
→ 5%, 10%, 12%
COc1ccc(N(Cc2ccccc2)N=O)cc1
→ 5%, x, 7%
Cc1cc(NC(=O)CSc2nnc(-c3ccccc3F)n2N)no1
→ 4%, u, x
CCCC1OC2CC3C4CCC5=CC(=O)C=CC5(C)C4C(O)CC3(C)[C@]2(C(=O)CO)O1 (stereo not given in full)
→ x, 5%, -6%
COc1ccc(OC)c(NC(=O)COC(=O)c2c(C)noc2C)c1
→ -9%, 0%, x
COc1cc(NS(=O)(=O)c2ccc(NC(=S)NC(=O)c3sc4ccccc4c3Cl)cc2)ncn1
→ u, 2%, 0%
CCN(C(=O)COC(=O)COc1ccc(Cl)c(C)c1)C1CCS(=O)(=O)C1 (stereo not given)
→ 0%, 0%, x
COc1ccccc1NC(=O)Nc1c(C)nn(C)c1C
→ 2%, 0%, 2%
O=C(NN1CCOCC1)c1cccc(Cl)c1
→ -12%, 1%, 2%
Nc1nc(Nc2cccc(F)c2)nc2ccccc12
→ -15%, 2%, 24%
FCCCOc1ccc(CN2CCN(c3ccccc3F)CC2)cc1
→ 10%, 0%, -3%
Cc1ccc(-c2csc(C3C(N)=NC(S)=C(C#N)C34CCCCC4)n2)cc1 (stereo not given)
→ 1%, 12%, -18%
O=[N+]([O-])c1cccc(-c2cc(-c3cc(Br)ccc3O)[nH]n2)c1
→ u, -1%, -8%
COc1ccc(S(=O)(=O)NCCCCNS(=O)(=O)c2ccc(OC)cc2)cc1
→ -2%, 8%, 2%

(continued)
Sequence of screens: FEN1 inh, TDP1 inh, N370S GC
FC(F)(F)c1cccc(NC(=S)NCC(c2cccnc2)N2CCOCC2)c1 (stereo not given)
→ -1%, -3%, -14%
COc1ccc(CCNC(=O)c2cc(=O)[nH]c3ccc(Br)cc23)cc1OC
→ -9%, 3%, 5%
COc1ccc(-c2noc(-c3cc(-c4ccc(F)cc4)n[nH]3)n2)cc1
→ 15%, 0%, x
COc1ccc2[nH]c3c(=O)n4c(nc3c2c1)SCC4
→ -21%, 3%, 5%
CC(=O)OC/C=C(C)/C=C/C=C(C)/C=C/C1=C(C)CCCC1(C)C
→ x, 1%, -10%&5%&-11%&-9%
CCOc1ccc(S(=O)(=O)Nc2ccc(C(=O)NCc3ccncc3)cc2)cc1
→ -7%, 2%, x
CSc1ccccc1NC(=O)CN(C)Cc1cc(=O)n2ccsc2n1
→ 2%, 0%, 9%
S=c1[nH]nc(-c2ccc(Cl)cc2)n1/N=C/c1ccco1
→ -14%, 7%, -1%
N#Cc1nc(-c2cccc(Cl)c2)oc1NCc1cccnc1
→ -18%, 8%, 16%
CCOC(=O)c1sc(N2C(=O)C(O)=C(C(=O)c3ccco3)C2c2cccc([N+](=O)[O-])c2)nc1C (stereo not given)
→ -3%, 9%, -22%
COc1cc(-c2nc3sccn3c2Nc2cccc(C)c2)ccc1O
→ -4%, 11%, x
COc1ccc(C2(NC(C)=O)CCN(C(=O)c3cccs3)CC2)cc1
→ -12%, 2%, 3%
O=S(=O)(CCN1CCN(c2ccccn2)CC1)c1ccc(Cl)cc1Cl
→ 1%, 0%, -14%
Cc1ccc(C(=O)N/N=C/c2ccc(-c3cccc(C(F)(F)F)c3)o2)cn1
→ 9%, x, -2%
CCn1c(SCC(=O)Nc2cc(NC(C)=O)ccc2OC)nnc1-c1ccncc1
→ x, 4%, -1%
CCOC(=O)C(=O)Nc1ccc(F)cc1
→ 2%, 6%, 2%
Cc1ccccc1NC(=O)C1CCCN(c2ncnc3onc(-c4ccc(F)cc4)c23)C1 (stereo not given)
→ 15%, -1%, -1%
COc1ccc(N2C(=O)c3ccccc3NC23CCCCC3)cc1
→ 7%, 0%, 12%
O=C(O)CSCC(=O)NCc1ccccc1Cl
→ -13%, 2%, -8%
O=C(NCc1cccnc1)C1CCC(c2ccc(Cl)cc2)CC1 (stereo not given)
→ -2%, 6%, 7%
O=C(/C=C/c1cccs1)NC(=S)Nc1ccc(C(=O)O)cc1
→ -1%, 1%, -10%
O=C(c1cccc([N+](=O)[O-])c1)n1nc(-c2ccccc2)nc1NCc1ccccc1
→ -5%, 3%, 6%
Cc1ccc(N=Cc2cccc(O)c2O)c(C)c1
→ 4.5µM*, 12%&8%, 3%
CC/C(C)=N/NC(=S)NCc1ccco1
→ -3%, 11%, 4%
COc1ccc(-c2oc(=O)c3cc(OC)c(OC)cc3c2/C=C/c2ccc(F)cc2)cc1
→ -9%, 1%, x
COC(=O)C1=C(C(=O)OC)[C@@H]2N(Cc3ccccc3)c3ccccc3[C@@]23C[C@@H](C(=O)OC)N(C(C)=O)C3=N1
→ -10%, 6%[21 µM], -6%[12.8 µM]
CCCNC(=O)Cn1c(=O)oc2ccccc21
→ 4%, -1%, 6%
Oc1ccc(N2CCN(Cc3cc4c(cc3Br)OCCO4)CC2)cc1
→ 5%, x, -6%
Cc1ccc(CS(=O)Cc2ccc(C(=O)N3CCN(c4ccccc4)CC3)o2)cc1 (stereo not given)
→ 1%, 6%, -4%
COc1cc(OC)c(NC(=O)CCc2c(C)nc3c4c(C)cc(C)nc4nn3c2C)cc1Cl
→ 5%, -3%, x

Two entries from above, as labelled records:
Cc1ccc(N=Cc2cccc(O)c2O)c(C)c1
  FEN1 inh: 4.5µM*; TDP1 inh: 12%&8%; N370S GC: 3%
CC/C(C)=N/NC(=S)NCc1ccco1
  FEN1 inh: -3%; TDP1 inh: 11%; N370S GC: 4%

(cont.)
Sequence of screens: FEN1 inh, TDP1 inh, N370S GC
COc1ccc(-n2c(-c3cccc(C)c3[N+](=O)[O-])n[nH]c2=S)cc1
→ 2%, 2%, 3%
CCc1cc2c(CN3CCN(C)CC3)cc(=O)oc2cc1O
→ 4%, 5%, u
NNC(=O)COc1ncn(-c2ccccc2)n1
→ -9%, -2%, 13%
O/N=C/c1ccnc(SCc2ccc(Cl)cc2)n1
→ -1%, 8%, -3%
CC1(C)SC(=S)N(NC(=O)Nc2cccc3ccccc23)C1N(O)C(=O)Nc1ccccc1 (stereo not given)
→ -28%, 8%, -2%
Cc1ccccc1OCC(=O)N/N=C/c1ccccn1
→ 15%, 2%, 8%
CC(C)Cc1csc(NC(=O)c2ccc(F)cc2)c1C(=O)O
→ -5%, -3%, 11%
CCOc1ccc(NC(=S)NC(=O)c2c(Cl)cnn2CC)c([N+](=O)[O-])c1
→ -4%, 5%, 10%
CN1CCN(c2ccc([N+](=O)[O-])cc2/C=N/NC(=O)c2ccc(F)cc2)CC1
→ 4%, 7%, -15%
CCOC(=O)c1c(C)[nH]c(CCC(=O)Nc2cc(C)ccc2OC)c1C
→ 4%, 8%, x
CCN(C(=O)CSc1nnc(-c2ccc3c(c2)OCO3)o1)C1CCS(=O)(=O)C1 (stereo not given)
→ 8%, 0%, x
Nc1ccc(-c2cc(N)n(-c3ccccc3)n2)cc1
→ -12%, -6%, -6%

Four entries from above, with the structure last:
FEN1 inh	TDP1 inh	N370S GC	Structure
15%	2%	8%	Cc1ccccc1OCC(=O)N/N=C/c1ccccn1
-5%	-3%	11%	CC(C)Cc1csc(NC(=O)c2ccc(F)cc2)c1C(=O)O
-4%	5%	10%	CCOc1ccc(NC(=S)NC(=O)c2c(Cl)cnn2CC)c([N+](=O)[O-])c1
4%	7%	-15%	CN1CCN(c2ccc([N+](=O)[O-])cc2/C=N/NC(=O)c2ccc(F)cc2)CC1

Source: PubChem
